# FLuc counter: counter-screen for miR-21 project: firefly luciferase inhibitors or activators. P08659. purified FLuc, Km substrates, luminescence inhibition. Potency, µM (doses to about 57.5 µM), for inactives: at the top dose activity change, negative = inhibition, most hits filed as inhibitors. actives 6.9% (n = 360,000);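 also: potency is read from the fitted curve at half-maximal effect; plate controls were vehicle for no effect and reference inhibitor for full effect; nearly all actives have a fitted effect of over 55% in size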
# Target sequence (P08659 whole entry, looked up): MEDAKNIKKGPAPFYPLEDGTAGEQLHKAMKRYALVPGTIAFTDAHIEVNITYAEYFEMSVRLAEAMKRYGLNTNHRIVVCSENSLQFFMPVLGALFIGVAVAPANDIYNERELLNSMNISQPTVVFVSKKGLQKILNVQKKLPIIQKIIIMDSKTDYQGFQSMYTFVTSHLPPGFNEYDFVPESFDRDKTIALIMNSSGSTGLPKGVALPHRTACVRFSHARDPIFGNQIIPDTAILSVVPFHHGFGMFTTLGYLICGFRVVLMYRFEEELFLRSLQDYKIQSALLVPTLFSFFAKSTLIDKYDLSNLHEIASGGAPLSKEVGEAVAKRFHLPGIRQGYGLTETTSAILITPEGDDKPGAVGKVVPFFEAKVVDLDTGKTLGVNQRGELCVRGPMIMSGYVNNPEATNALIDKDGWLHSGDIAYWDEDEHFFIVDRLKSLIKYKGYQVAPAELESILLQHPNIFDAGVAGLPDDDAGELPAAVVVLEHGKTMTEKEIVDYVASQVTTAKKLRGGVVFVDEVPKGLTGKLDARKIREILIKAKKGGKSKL
#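 Purified P. pyralis luciferase, 10 nM final, with Km-level 10 uM D-luciferin and 10 uM ATP in 50 mM Tris acetate pH 7.5, 10 mM Mg acetate, 0.01% Tween-20, 0.05% BSA; 6-point qHTS titration about 60 µM downward; luminescence read.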
# FBPA coupling cs: coupling enzyme interference in Giardia aldolase counter-screen | coupling enzyme system counterscreen, AmpLite Red fluorescence | activity change, negative = inhibition, % at 58.2 µM, hits read low | actives 0.67% (n = 290,000) | AID 2472; in the data active = activity change below about -30%; also: % is scaled to controls: 0 for no effect and ±100 for the full control effect
#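 Compounds tested against the coupling enzymes alone at 57.5 uM final; readout was AmpLite Red fluorescence (525/598 nm) after 20 min at RT.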
# Tb PFK block: blocks T. brucei phosphofructokinase; O15648; T. brucei PFK, ADP-Glo luminescence; Potency, µM (top dose mostly 57.5 µM), inactives show at the highest dose activity, negative = inhibition, actives largely listed as inhibitors; actives 0.17% (n = 330,000);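 also: potency is read from the fitted curve at half-maximal effect; 0% = uninhibited 1x PFK enzyme wells and -100% = no-enzyme wells; nearly all actives have a fitted effect of over 60% in size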
# Target sequence (O15648 whole entry, looked up): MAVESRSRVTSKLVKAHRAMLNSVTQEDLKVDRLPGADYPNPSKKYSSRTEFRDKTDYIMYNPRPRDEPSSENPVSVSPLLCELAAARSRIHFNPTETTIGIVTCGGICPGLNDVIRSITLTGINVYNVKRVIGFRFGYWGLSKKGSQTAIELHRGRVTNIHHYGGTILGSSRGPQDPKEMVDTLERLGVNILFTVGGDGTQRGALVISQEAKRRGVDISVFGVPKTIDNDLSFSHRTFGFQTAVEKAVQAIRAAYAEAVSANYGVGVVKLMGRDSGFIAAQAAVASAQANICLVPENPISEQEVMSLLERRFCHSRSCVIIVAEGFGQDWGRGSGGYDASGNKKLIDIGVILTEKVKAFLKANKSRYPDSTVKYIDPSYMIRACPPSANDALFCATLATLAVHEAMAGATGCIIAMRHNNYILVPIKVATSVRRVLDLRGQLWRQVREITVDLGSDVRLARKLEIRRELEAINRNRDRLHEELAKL
#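 Compounds were pin-transferred as a titration series up to 57 uM into substrate buffer (0.5 mM F6P, 0.1 mM ATP, pH 8.0), then 1.25 nM PFK was added and reactions ran 45 min before ADP-Glo detection.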
# NPC1 prom act: NPC1 promoter activation; actives 2.4% (n = 320,000); Potency, µM (series often up to 9.22 µM), for the others: top-dose activation, actives largely listed as activators; Huh7 NPC1 promoter luciferase reporter, 24 h;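 also: potency is read from the fitted curve at half-maximal effect; % of control where 0% means no effect; nearly all actives have a fitted effect of over 60% in size; reporter is driven by a mutant NPC1 promoter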
#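 Quantitative HTS used a cell-based reporter: Huh7 cells stably bearing the NPC1 promoter upstream of luciferase were treated with compounds for 24 h, and promoter activation was read as luminescence.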
# Rab9 prom act: activators of Rab9 promoter | AID 485297 | Potency, µM (highest dose often 9.22 µM), without a hit: at the highest dose activation, negative = inhibition, usual class: activators | Huh7 Rab9 promoter-luciferase reporter, luminescence, 24 h | actives 2.8% (n = 320,000); also: potency is read from the fitted curve at half-maximal effect; % of control where 0% means no effect; nearly all actives have a fitted effect of over 60% in size
#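 Luminescence from Amplite-detected luciferase (10 minutes, ambient) reports Rab9 promoter activation. Before that, stable Rab9-luciferase Huh7 cells (1500/well, reduced-serum OP-MEM I plus 10% FBS) were exposed to compound for 24 hours at 37C.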
# RORgamma inh: blocks mouse ROR gamma transcriptional activity | P51450 | actives 5.4% (n = 310,000) | Drosophila S2 Gal4-RORgamma UAS-luciferase reporter, 20 h | Potency, µM (titrated, usually from 53.6 µM), for the others: at the top dose activity change, negative = inhibition, hits mostly inhibitors | AID 2551; also: potency is read from the fitted curve at half-maximal effect; % is scaled to controls: 0 for no effect and ±100 for the full control effect; nearly all actives have a fitted effect of over 60% in size
#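 Read-out: Photinus luciferase luminescence; inhibitors lower reporter signal. Insect Schneider cells with Gal4-ROR gamma fusion under metallothionein promoter, UAS reporter; 700 uM final copper sulfate induction, 20 hr, ambient temperature.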
# VP16 counter: counter-screen for ROR gamma inhibitors: Gal4-VP16 reporter; Drosophila S2 Gal4-VP16 UAS-luciferase, luminescence, 20 h; Potency, µM (series often up to 53.6 µM), inactives show at the top dose activity, negative = inhibition, hits mostly inhibitors; actives 3.5% (n = 310,000);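 also: Gal4-VP16 expression switched on by copper sulfate through the metallothionein promoter; potency is read from the fitted curve at half-maximal effect; % is scaled to controls: 0 for no effect and ±100 for the full control effect; nearly all actives have a fitted effect of over 50% in size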
# Giardia killer: kills Giardia lamblia. activity change, % at 7.66 µM, hits read low. actives 0.15% (n = 340,000). AID 540267. Giardia lamblia trophozoite viability; in the data active = activity change below about -80%; inconclusive = between about -30% and that limit;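 also: parasites exposed to compound for two days anaerobically before the ATP read; % is scaled to controls: 0 for no effect and ±100 for the full control effect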
#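 Trophozoites 100 cells/well + cpd; 48 hrs, 37 deg C, anaerobic. ATPLite 1-Step added, 15-30 min RT, luminescence read (ATP-based viability).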
# uPA surface inh: inhibitors of cell surface uPA generation. cell surface uPA generation assay, qHTS. Potency, µM (highest dose often 38.3 µM), for inactives: at the top dose activity change, negative = inhibition, most hits filed as inhibitors. actives 0.31% (n = 330,000); active = well fitted inhibition curve with a large enough effect; inconclusive = small, poorly fitted or top-dose-only effect; inactive = no such curve, though single readings can be large or run the other way; tested in mouse RAW 264.7 cells; also: potency is read from the fitted curve at half-maximal effect; % is scaled to controls: 0 for no effect and ±100 for the full control effect; nearly all actives have a fitted effect of over 55% in size
# KCNH2 3.1 block: KCNH2 3.1 (human) potassium channel inhibition; activity change, % (tested at about 1.8 µM); U2OS KCNH2 3.1, thallium flux FluxOr; stronger effect = lower value; AID 720553; actives 0.95% (n = 340,000);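 active = maximum activity change below -70%; inconclusive = maximum activity change from -70% to -50%; inactive = maximum activity change above -50%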;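 also: thallium influx rate constant from kinetic fluorescence after stimulation buffer; % is scaled to controls: 0 for no effect and ±100 for the full control effect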
#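 Steps: virus added to U2OS suspension (4 h, RT, dark); medium with 10% FBS added, cells plated, 37 C overnight; FluxOr/Red40 loading buffer 45 min RT; stimulation buffer, 2 min kinetic read; rate constant normalized.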
# ELG1 genotox: induces genotoxicity in HEK293T cells with luciferase-tagged ELG1; HEK293T ELG1-luciferase reporter, luminescence, 16 h; Potency, µM (titrated, usually from 46 µM), inactives show top-dose activity change, positive = activation, actives largely listed as activators; actives 1.3% (n = 330,000); AID 504466; also: potency is read from the fitted curve at half-maximal effect; % of control where 0% means no effect; nearly all actives have a fitted effect of over 60% in size
#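 Cells (2,000/well) expressing the ELG1-luciferase fusion are dosed by pin tool and kept 16 hr at 37 °C, 5% CO2. Signal comes from ONE-Glo luciferase reagent after 30 min at room temperature.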
# Starred values were filed as active, the others as inactive; ? = inconclusive; nt = no result given; & = joins results of further samples; [ ] = remark or other dose. Unless noted, calls follow the shape of the dose curve; as a rule, active = well fitted curve in the direction sought with a large enough effect; inconclusive = small, poorly fitted or top-dose-only effect, or another doubt; inactive = no such curve, though single readings can be large; an effect the other way counts as inactive or inconclusive.
No.	Structure	FLuc counter	FBPA coupling cs	Tb PFK block	NPC1 prom act	Rab9 prom act	RORgamma inh	VP16 counter	Giardia killer	uPA surface inh	KCNH2 3.1 block	ELG1 genotox
1	COc1cc(O)oc1C=Nc1ccc(Oc2ccccc2)cc1	15µM*	-7	3%[0.46 µM]	?	?	2%	5%	7	0%	4	16%
2	O=C(Nc1sc2c(c1C(=O)O)CCCC2)C(=O)N1CCOCC1	?	nt	1%	-3%	15%	27%	-3%	-25	4%	5	12%
3	CCC(C)NC(=O)COC(=O)c1cccnc1Nc1ccccc1F (stereo not given)	3%	2	-3%	-3%	3%	9%[10 µM]	-7%	-29	9%	-1	1%
4	COCCNC(=O)C(=O)Nc1cc2c3c(c1)C(C)C(=O)N3CCC2 (stereo not given)	1%	1	1%	-1%	-6%	-8%	9%	-22	-3%	14	?
5	Cc1cccc(C)c1NC(=O)CN(C)C(=O)CC1Sc2ccccc2NC1=O (stereo not given)	-12%	nt	14%	-2%	2%	nt	nt	1	6%	6	7%
6	O=c1ccnc(Nc2ccc(Cl)cc2)[nH]1	2%	3	?	0%	-8%	21%	-10%	-8	-11%	0	-6%
7	COc1ccc(/C=N/n2c(C)nc3ccccc3c2=O)cc1OC	-5%	2	8%	10%	-3%	-5%	-6%	-13	2%	-12	1%
8	COc1ccc(NC(=O)c2cccc(NC(=O)C(C)C)c2)c([N+](=O)[O-])c1	?	1	-7%	4%	25%	10%	3%	0	-6%	11	4%
9	O=C(CSc1nnc(-c2cccnc2)o1)Nc1ccc(Cl)cc1	-1%	-17	0%	18%	?	28%	0%	-7	-2%	4	11%
10	S=C(Nc1ccc2c(c1)OCO2)Nc1ccc2c(c1)OCO2	?	-18	-1%	5%	7%	-40%	?	-12	-2%	-11	7%
11	O=C(CSc1nc2ccccc2c(=O)n1CC1CCCO1)Nc1ccccc1Cl (stereo not given)	2%	-1	1%	-3%	-3%	-15%	1%	7	5%	-2	-14%
12	O=C(CCCn1c(=O)c2sccc2n(CC(=O)NCc2ccco2)c1=O)NCc1ccco1	-1%	5	-13%	-3%	-5%	1%	-7%	5	nt	10	0%
13	CC(=O)Nc1ccc(S(=O)(=O)c2ccc(N)cc2)cc1N	1%	-1	-3%	?	2%	12%	-2%	?	-5%	-3	-2%
14	O=C(Nc1ccc(CN2CCCCC2)cc1)c1sc2ccccc2c1Cl	13µM*	1	?	25%	15%	-8%	0%	8	-8%	-100*	13%
15	C=CCNc1sc(C(=O)c2ccccc2)c(N)c1C#N	1%	3	-4%	-3%	13%	15%	0%	5	-5%	15	2%
16	COc1cc(/C=C/c2ccc3cccc(OC)c3n2)c(O)c([N+](=O)[O-])c1	-5%	2	-4%	9%	-4%	-35%	-3%	?	?	3	0%
17	CC1CCN(S(=O)(=O)c2ccc(C(=O)OC(C)C(=O)NC3CCCCC3C)cc2)CC1 (stereo not given)	2%	nt	1%	1%	6%	1%	-2%	0	-2%	-22	6%
18	OC1(Cc2cc(-c3ccccc3)no2)CCN(CCCc2ccccc2)CC1	-10%	-2	-3%	0%	0%	-20%	0%	2	0%	-46	-3%
19	CCc1ccc(NC(=O)C2CCCN2S(=O)(=O)c2ccc3c(c2)n(C)c(=O)c(=O)n3C)cc1 (stereo not given)	0%&0%	0	0%	-2%	-6%	2%	0%	9	-17%	-2	1%
20	O=C(Cc1c(Cl)cccc1Cl)Nc1ccc(S(=O)(=O)Nc2ncccn2)cc1	-1%	5	-3%	-3%	-2%	15%	-1%	7	1%	-16	-1%

# 3 of the entries above in order of the NPC1 prom act value, descending:
no. | Molecule | Tb PFK block | NPC1 prom act | Rab9 prom act | uPA surface inh
17 | CC1CCN(S(=O)(=O)c2ccc(C(=O)OC(C)C(=O)NC3CCCCC3C)cc2)CC1 (stereo not given) | 1% | 1% | 6% | -2%
18 | OC1(Cc2cc(-c3ccccc3)no2)CCN(CCCc2ccccc2)CC1 | -3% | 0% | 0% | 0%
11 | O=C(CSc1nc2ccccc2c(=O)n1CC1CCCO1)Nc1ccccc1Cl (stereo not given) | 1% | -3% | -3% | 5%

# Next part.
No.	Structure	FLuc counter	FBPA coupling cs	Tb PFK block	NPC1 prom act	Rab9 prom act	RORgamma inh	VP16 counter	Giardia killer	uPA surface inh	KCNH2 3.1 block	ELG1 genotox
21	Cn1cccc1/C=N/N1CCN(Cc2ccccc2)CC1	0%	-6	2%	-3%	0%	10%	-6%	-5	7%	11	-2%
22	CC(C)(C)c1ccc(NC(=O)CSc2n[nH]c(=O)n2-c2cccnc2)cc1	-9%	nt	-3%	4%	-2%	?	?	4	-1%	11	1%
23	COc1ccccc1CC(=O)NCCc1c[nH]c2ccccc12	5%	0	-2%	2%	0%	11%	1%	2	2%	9	4%
24	COc1ccc(/C(O)=C2/C(=O)C(=O)N(CC3CCCO3)C2c2ccc(OC)c(OC)c2)cc1 (stereo not given)	4%	2	2%	-2%	0%	16%	-1%	3	3%	10	3%
25	CC(=O)Nc1cccc(C(=O)NNC(=O)c2ccc(-n3cnnn3)cc2)c1	nt	nt	6%	nt	nt	nt	nt	-8	2%	-4	4%
26	CCCN(CCC)C(=O)C1c2ccccc2Oc2ccccc21	4%	3	-1%	-1%	-3%	6%	-4%	1	4%	-10	0%
27	CCCCOc1ccc(C(=O)N/N=C/c2ccc(OCCN3CCCCC3)c(OC)c2)cc1	?	2	-2%	-3%	0%	?	?	16	-7%	1	?
28	CCCCN1C(=O)C(=O)N(CC(=O)Nc2ccc(C(N)=O)cc2)C1=O	2%	nt	-7%	6%	2%	nt	nt	10	13%	-20	5%
29	O=C1CC(C(F)(F)F)=NN1	-1%	3	0%	1%	-2%	-8%	-8%	-1	-2%	9	-2%
30	Cc1cccc(Nc2nc(N)c([N+](=O)[O-])c(NCCO)n2)c1	?	1	4%	-4%	1%	22%	7%	4	14%	5	14%
31	COc1ccc(N(CC(=O)NCCSc2ccccn2)S(=O)(=O)c2ccccc2)cc1Cl	-4%	nt	-4%	-5%	6%	21%	-14%	-21	?	6	-10%
32	CC1(C)CNC(=O)CC(C)(C)N1	0%	-1	-4%	-12%	-7%	-8%	3%	-2	-12%	-16	-11%
33	COCCn1c(SCC(=O)Nc2ccc(F)cc2)nc2c(oc3ccccc32)c1=O	-1%	0	-1%	-3%	-2%	-3%	2%	-12	-2%	-16	1%
34	Cc1ccccc1-n1c(=O)cc(N2CCN(C(=O)c3ccco3)CC2)[nH]c1=O	0%	-1	1%	-4%	2%	1%	-1%	3	6%	1	3%
35	O=C(O)CSc1nnnn1-c1ccc2c(c1)OCCO2	-8%	14	-2%	0%	-1%	-14%	-1%	1	-7%	9	-1%
36	Cc1cccc(Cc2ccc(Cl)nn2)c1	-4%	3	-5%	-1%	3%	8%	4%	3	2%	3	1%
37	CCSc1nc2c(c(=O)[nH]c(=O)n2C)n1C/C=C(/C)Cl	7%	4	-10%	1%	2%	13%	-12%	-2	-8%	-12	14%

# Some values from the list:
# FLuc counter with Cc1cccc(Cc2ccc(Cl)nn2)c1 → -4%
# ELG1 genotox with CC1(C)CNC(=O)CC(C)(C)N1 → -11%
# FBPA coupling cs with COCCn1c(SCC(=O)Nc2ccc(F)cc2)nc2c(oc3ccccc32)c1=O → 0
# Rab9 prom act with COc1ccc(N(CC(=O)NCCSc2ccccn2)S(=O)(=O)c2ccccc2)cc1Cl → 6%
# FBPA coupling cs with O=C(O)CSc1nnnn1-c1ccc2c(c1)OCCO2 → 14
# ELG1 genotox with Cc1ccccc1-n1c(=O)cc(N2CCN(C(=O)c3ccco3)CC2)[nH]c1=O → 3%

# Screens as filed in PubChem.
